# PLK1 PBD inh – PLK1 (human) polo-box domain binding inhibition; P53350; Plk1 PBD binding of FITC phosphopeptide, fluorescence polarization; Potency, µM, for inactives: max response, negative = inhibition, hits mostly inhibitors; 360,000 compounds, 2.8% hits; AID 720504; note: potency is the fitted concentration of half-maximal effect; series mostly up to about 57 µM; % is set by controls: 0 for no effect and ±100 for the full control effect; nearly all actives have a fitted effect of over 65% in size
# EPAC1 antagonist – antagonists of human EPAC1 | 360,000 compounds, 0.14% hits | EPAC1 GEF assay, Rap1b-BODIPY-GDP exchange fluorescence | Potency, µM (titrated, usually from 115 µM), for inactives: top-dose activity change, negative = inhibition, actives largely listed as inhibitors | O95398;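 note: potency is the fitted concentration of half-maximal effect; plate controls were vehicle for no effect and positive control for full effect; nearly all actives have a fitted effect of over 50% in size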
# Target sequence (O95398 whole entry, looked up): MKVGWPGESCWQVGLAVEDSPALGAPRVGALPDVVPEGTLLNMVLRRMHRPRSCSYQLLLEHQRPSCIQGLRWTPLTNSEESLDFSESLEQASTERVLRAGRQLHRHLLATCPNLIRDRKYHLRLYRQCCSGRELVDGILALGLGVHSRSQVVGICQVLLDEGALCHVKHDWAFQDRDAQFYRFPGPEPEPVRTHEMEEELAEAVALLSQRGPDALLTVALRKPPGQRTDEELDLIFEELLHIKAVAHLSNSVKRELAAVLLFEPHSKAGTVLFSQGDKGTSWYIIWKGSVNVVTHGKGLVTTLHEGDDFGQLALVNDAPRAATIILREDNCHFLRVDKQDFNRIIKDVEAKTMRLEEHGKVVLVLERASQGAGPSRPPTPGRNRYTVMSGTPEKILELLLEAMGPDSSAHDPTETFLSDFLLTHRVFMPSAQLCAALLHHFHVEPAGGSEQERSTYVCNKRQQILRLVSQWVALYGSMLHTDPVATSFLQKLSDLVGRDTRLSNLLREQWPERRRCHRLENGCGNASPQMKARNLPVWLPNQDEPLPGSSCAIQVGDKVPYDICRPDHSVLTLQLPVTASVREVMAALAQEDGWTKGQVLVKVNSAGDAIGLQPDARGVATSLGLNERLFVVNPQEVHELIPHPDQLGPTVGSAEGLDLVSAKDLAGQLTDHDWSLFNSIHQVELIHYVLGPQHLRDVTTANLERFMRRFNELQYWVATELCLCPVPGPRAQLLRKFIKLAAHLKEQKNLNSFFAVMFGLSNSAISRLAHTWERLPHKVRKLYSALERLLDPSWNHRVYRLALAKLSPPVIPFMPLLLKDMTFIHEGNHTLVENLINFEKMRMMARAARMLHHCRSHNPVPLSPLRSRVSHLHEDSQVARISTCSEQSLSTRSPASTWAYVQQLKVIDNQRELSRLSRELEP
# PI5P4Ka inh – PI5P4K alpha (human) kinase inhibition; P48426; PI5P4Kalpha enzyme, ADP-Glo luminescence, 60 min; active compounds read low; max response, %; 330,000 compounds, 1.2% hits; AID 652105; active = max response of -50% or lower; inconclusive = between -30% and -50%; inactive = -30% or higher; note: value at the top dose of about 77 µM; % is set by controls: 0 for no effect and ±100 for the full control effect
#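 Reactions run in 0.038 M HEPES pH 7.4, 0.28 mM EGTA, 0.1% CHAPS and 5% DMSO, with PI5P4Kalpha, substrate, compound and 5 microM ATP final, one hour at room temperature. Readout is ADP-Glo luminescence.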
# FUS suppressor – rescues growth of FUS-expressing yeast | Potency, µM (series often up to 76.6 µM), for the others: top-dose growth rescue (activation), hits mostly activators | S. cerevisiae FUS-expressing, growth rescue, OD600, 24 h | AID 1347120 | 390,000 compounds, 0.24% hits;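 note: potency is the fitted concentration of half-maximal effect; plate controls were DMSO vehicle for no effect and reference control for full effect; nearly all actives have a fitted effect of over 55% in size; some results filed as inactive show a strong effect at the top dose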
#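 Yeast expressing FUS under galactose induction, OD 0.005 in 2% galactose medium; compounds in a dilution series, 24 h at 30C. Growth rescue by absorbance at 600 nm; CP55940 positive control, DMSO negative.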
# Abeta rescue – compounds reversing amyloid beta toxicity in yeast | Potency, µM (top dose mostly 46.1 µM), for the others: at the highest dose growth rescue, hits mostly activators | AID 1347071 | yeast expressing A-beta42, growth rescue, OD600, 48 h; response scale: 0% DMSO, 100% iron-clioquinol control | 410,000 compounds, 0.063% hits; note: potency is the fitted concentration of half-maximal effect; nearly all actives have a fitted effect of over 55% in size
#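 Growth rescue measured by 600 nm absorbance after 48 h yeast culture at 30 C with compound. Values normalized between DMSO and an equimolar ferric chloride plus clioquinol control.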
# aSyn yeast inh – rescues yeast growth from alpha-synuclein toxicity; Yeast expressing alpha-synuclein, growth rescue, BacTiter-Glo, 24 h; Potency, µM (top dose mostly 46.1 µM), inactives show top-dose growth rescue (activation), most hits filed as activators; 370,000 compounds, 0.14% hits; AID 652106; note: potency is the fitted concentration of half-maximal effect; % of control where 0% means no effect; nearly all actives have a fitted effect of over 65% in size
#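 Readout is rescue of growth in alpha-synuclein-expressing yeast, so inhibitors of toxicity appear as activators. Growth after 24 hr at 30 deg C in galactose medium is quantified by luminescence.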
# EPAC1 agonist – EPAC1 (human) agonism | EPAC1 agonist qHTS, biochemical assay; response scale: 100% = response to 6.5 mM cAMP | Potency, µM (series often up to 154 µM), without a hit: top-dose activation, hits mostly activators | 360,000 compounds, 0.073% hits; note: potency is the fitted concentration of half-maximal effect; nearly all actives have a fitted effect of over 60% in size
#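 Nucleotide exchange assay: 100 nM EPAC1 with 250 nM Rap1B loaded with BODIPY-GDP and 50 uM GDP, room temperature. Fluorescence (480/540 nm) read every 5 min for 30 min; signal change normalized to 6.5 mM cAMP as full agonist.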
# IL2 activator – IL-2 activation. AID 652025. activation, % (series mostly up to about 46 µM). 360,000 compounds, 0.065% hits. IL-2 activation reporter assay, cell-based qHTS; stimulated with anti-CD3/CD4/CD28 beads; in transgenic mouse T cells; in the data active = activation above about 50%; inconclusive = mostly about 30% to 49%; note: 0% is about no effect
#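 Unstimulated transgenic mouse T cells, 750 per well, received compound and, after 60 minutes, anti-CD3/anti-CD4 bead plus anti-CD28 stimulation. EGFP and DsRed were quantified after 18 hours.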
# WRN inhibitor – WRN helicase (human) inhibition. Q14191. WRN helicase unwinding, fluorescent forked duplex, kinetic. Potency, µM (highest dose often 114 µM), inactives show top-dose activity change, negative = inhibition, actives largely listed as inhibitors. 360,000 compounds, 0.46% hits. AID 651768; note: potency is the fitted concentration of half-maximal effect; % is set by controls: 0 for no effect and ±100 for the full control effect; nearly all actives have a fitted effect of over 55% in size
#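 Kinetic red-fluorescence monitoring (525/598 nm) tracks WRN helicase activity after 100 nM fluorophore-quencher forked duplex and 2 mM ATP are added to 20 nM enzyme pretreated 15 min at room temperature with compound.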
# An asterisk follows results filed as active; u = inconclusive; x = no result given; & = joins results of further samples; [ ] = dose if it differs, or a comment. Unless noted, calls come from the whole dose curve; as a rule, active = well fitted curve in the direction sought with a large enough effect; inconclusive = small, poorly fitted or top-dose-only effect, or another doubt; inactive = no such curve, though single readings can be large; an effect the other way counts as inactive or inconclusive.
cpd	structure	PLK1 PBD inh	EPAC1 antagonist	PI5P4Ka inh	FUS suppressor	Abeta rescue	aSyn yeast inh	EPAC1 agonist	IL2 activator	WRN inhibitor
1	CC(=O)Nc1cc(NC(C)=O)c(N=Nc2ccccc2)cc1C	-4%	-22%	-2	-5%	6%	-2%	9%	0.5	-1%
2	N#CCCCC1(CCCC#N)OCCO1	-7%	4%	1	x	1%	0%	3%	0.0	-2%
3	CC(=O)C(=Cc1cc(C)n(-c2ccccc2)c1C)C(C)=O	-9%	-2%	-18	6%	-14%	-15%	2%	-4.5	-5%
4	O=C(CC(C(=O)O)c1c(F)cccc1Cl)c1ccc(Cl)cc1 (stereo not given)	2%	12%	1	-28%	4%	4%	-4%	-4.4	3%
5	COc1cc2oc(=O)cc(-c3ccc(-c4ccc(F)c(Cl)c4)cc3)c2c(OC)c1OC	-9%	-21%	-8	1%	-6%	-3%	-14%	-0.2	3%
6	COc1cccc(NC(=O)C2CCCN2S(=O)(=O)c2ccc3c(c2)C(C)(C)C(=O)N3C)c1 (stereo not given)	-12%	-6%	0	2%&10%	-7%&-10%	-5%	9%	-1.6	-7%
7	NC(=O)c1ccc(C(F)(F)F)n(Cc2ccccc2Cl)c1=O	-6%	-5%	13	20%	15%	20%	5%	0.2	-9%
8	Cc1cc(=O)oc(C)c1C(=O)NCCc1ccccc1	-6%	14%	6	9%	-19%	-9%	-1%	-0.2	3%
9	Cc1ccc(Nc2ncccc2C(N)=O)cc1[N+](=O)[O-]	u	2%	-2	-7%	-22%	-8%	6%	-4.5	1%
10	CCCC(=O)N1c2ccc(-c3csc(N)n3)cc2CC1C (stereo not given)	-20%	-1%	0	u	-2%	-2%	2%	-0.3	-6%
11	O=C(Nc1c2c(nn1-c1ccc([N+](=O)[O-])cc1)CS(=O)(=O)C2)c1cccs1	-4%	19%	7	3%	3%	0%	2%	-3.2	-1%
12	Cc1ccc(C(=O)Nc2ncccc2C)o1	4%	3%	-4	-10%	9%	-4%	6%	-0.6	-3%
13	Cc1cnc(-c2nc3ccccc3n2C(C(=O)NC(C)(C)C)c2ccccc2)cn1 (stereo not given)	-13%	-6%	-1	16%	-3%	5%	11%	-0.6	-9%
14	CC1CN(C)C(C)c2c1oc1ccc(N)cc21 (stereo not given)	-8%	-28%	2	27%	-21%	-7%	0%	-0.2	-9%
15	CCOC(=O)c1c(NC(=O)COC(=O)c2c(C)noc2C)sc2c1CCC2	-3%	3%	x	18%	4%	-5%	-6%	-0.6	-3%
16	COc1ccccc1C(=O)NCC(=O)N(C)Cc1nc2ccccc2c(=O)[nH]1	-2%	-4%	-2	-18%	9%	4%	13%	-1.9	0%
17	CCCCOCCCNC(=O)C[C@@H]1C[C@@]2(C(=O)OC)CC(C)(C)CC=C2N(CCc2ccc(OC)c(OC)c2)C1=O	-1%	17%	0	u	-8%	4%	-12%	-0.7	-5%
18	CC1CC(C)CN(C(=O)c2ccccc2Nc2ccc(SC(F)F)cc2)C1 (stereo not given)	-4%	14%	6	46%	2%	-7%	-11%	-2.5	-6%
19	CC(=O)N1c2ccccc2NC(=O)C1(C)C	-8%	0%	x	1%	8%	6%	9%	4.9	9%
20	COc1cc(C)ccc1OCCCCN1CC(C)OC(C)C1 (stereo not given)	-10%	-20%	-6	4%	3%	4%	17%	-2.0	-3%
21	Cc1ccccc1N1C(=O)C2ON(c3ccccc3)C(c3cccnc3)C2C1=O (stereo not given)	1%	7%	-8	12%	5%	9%	0%	-2.9	1%
22	O=C(CN1CCN(S(=O)(=O)c2ccccc2F)CC1)N1CCc2ccccc2C1	-6%	-2%	-15	19%	-20%	-4%	15%	-0.8	u
23	S=C(NCC1CCCO1)c1ccc(Br)cc1 (stereo not given)	12µM*	-6%	-18	-11%	14%	-8%	-7%	-0.6	-16%
24	O=C(O)c1cnn2c(C(F)F)cc(C(F)F)nc12	-7%	7%	1	11%	16%	-3%	-5%	-0.6	-5%
25	COc1ccc2c(Cl)c(C(=O)NN3CCN(C)CC3)sc2c1	-4%	-8%	-5	1%	4%	5%	3%	1.4	10%
26	CCOc1cc(C2C(C(=O)OC(C)C)=C(C)NC3=C2C(=O)CCC3)cc([N+](=O)[O-])c1O (stereo not given)	-5%	7%	0	-1%	-9%	-9%	2%	0.2	3%
27	CCC(=O)Nc1nnc(/C=C/c2ccccc2)s1	-7%	-1%	-14	-14%	-17%	-4%	-3%	0.4	-3%
28	O=C(Nc1ccc(Cl)cc1)Nc1ccccc1C(=O)NCc1ccco1	-2%	-3%	x	-7%	-1%	-8%	18%	-3.0	-8%[57.1 µM]
29	Cc1ccc(NC(=O)COC(=O)c2ccco2)cc1C	-3%	5%	5	x	9%	3%	1%	0.6	1%
30	CCOCc1nnc(NC(=O)c2cc(OC)cc(OC)c2)s1	-7%	-15%	-2	-22%	3%	-3%	5%	0.2	-7%
31	CCOc1ccc(OCC(=O)Nc2cc(Cl)ccc2-n2cncn2)cc1	0%	-3%	15	-4%	4%	10%	-1%	1.2	-11%
32	N#CC(c1ccc(=O)[nH]n1)c1ccc(Cl)cc1Cl (stereo not given)	-11%	12%	2	10%	12%	-6%	0%	-1.6	0%
33	Cc1nnc(SCC(=O)NCc2ccco2)n1-c1ccc(F)cc1	-4%	7%	-2	-1%	-6%	-15%	-1%	0.2	-5%
34	Cc1ccccc1Nc1scc(-c2ccc(Cl)cc2)[n+]1-c1ccccc1C	u	-1%	-2	11%	-38%[inhibitor]	-25%	1%	-5.2	0%
35	CC(C)[C@H](NC(=O)c1ccccc1)C(=O)OCC(=O)NCCC1=CCCCC1	-1%	-19%	-7	x	1%	2%	-8%	-0.5	4%
36	C[C@H](CO)N1C[C@H](C)[C@@H](CN(C)S(C)(=O)=O)Oc2c(NC(=O)Nc3ccc(C(F)(F)F)cc3)cccc2C1=O	-14%	2%	4	22%	-13%	-3%	-26%	-0.2	-30%
37	COc1ccc(CN2C(=O)NC3(CCCCCC3)C2=O)cc1F	3.4µM*	0%	u	-2%	23%	7%	-4%	-0.3	7%
38	COc1ccccc1N(C)C(=O)c1cc(S(=O)(=O)N2CCc3ccccc32)cn1C	-15%	-2%	-2	23%	8%	-2%	-2%	1.7	0%
39	CCOc1ccc(CCNC(=O)COC(=O)/C=C/c2ccccc2OC)cc1OCC	-1%	17%	12	25%	2%	0%	6%	-3.2	0%
40	CCOC(=O)c1cnc2ccc(C)cc2c1NCCN1CCOCC1	2%	16%	0	-25%	-2%	-3%	-3%	-1.3	2%
41	Cc1ccc(S(=O)(=O)N(C)C)cc1NC(=S)NC(=O)C12CC3CC(CC(C3)C1)C2	-8%	-1%	9	x	0%	-2%	-8%	0.6	0%
42	Cc1ccc(S(=O)(=O)N2CC3C(=O)CC(c4ccccc4)N(S(=O)(=O)c4ccc(C)cc4)C3CC2c2cccc(Cl)c2)cc1 (stereo not given)	2%	-2%	6	6%	-5%	-1%	1%	0.1	-1%
43	O=C(NCCc1cscn1)C1CCC(=O)N(Cc2ccc(Cl)cc2)C1 (stereo not given)	-9%	3%	8	x	0%	0%	5%	2.0	-13%
44	CCC1(CC)C(=O)C2=C3C1[C@H](C(=O)OC)C=C(C(=O)OC)C[C@H]3n1c(=O)n(-c3ccccc3)c(=O)n1[C@H]2C (stereo not given in full)	-1%	-26%	-1	26%	0%	2%	-11%	0.0	1%
45	CC(C)N(CC(O)COc1ccc(CC(N)=O)cc1)CC(O)COc1ccc(CC(N)=O)cc1 (stereo not given)	-17%	0%	2	16%	-10%	-9%	4%	0.2	17%
46	Cc1ccc(C)c(NC(=O)C(C)CC2COCCO2)c1 (stereo not given)	-5%	-28%	-2	-7%	1%	8%	0%	0.8	2%
47	Cc1ncc(CSc2ccc(Cl)cc2)c(CO)c1O	-25%	-11%	-8	13%	0%	0%	0%	-6.0	-1%
48	C[C@@H]1CN([C@@H](C)CO)S(=O)(=O)c2ccc(Br)cc2O[C@H]1CN(C)C(=O)CN(C)C	-4%	4%	-9	0%	-2%	-3%	-17%	-1.9	1%

# Reprinted: entries 38–45
cpd	structure	PLK1 PBD inh	EPAC1 antagonist	PI5P4Ka inh	FUS suppressor	Abeta rescue	aSyn yeast inh	EPAC1 agonist	IL2 activator	WRN inhibitor
38	COc1ccccc1N(C)C(=O)c1cc(S(=O)(=O)N2CCc3ccccc32)cn1C	-15%	-2%	-2	23%	8%	-2%	-2%	1.7	0%
39	CCOc1ccc(CCNC(=O)COC(=O)/C=C/c2ccccc2OC)cc1OCC	-1%	17%	12	25%	2%	0%	6%	-3.2	0%
40	CCOC(=O)c1cnc2ccc(C)cc2c1NCCN1CCOCC1	2%	16%	0	-25%	-2%	-3%	-3%	-1.3	2%
41	Cc1ccc(S(=O)(=O)N(C)C)cc1NC(=S)NC(=O)C12CC3CC(CC(C3)C1)C2	-8%	-1%	9	x	0%	-2%	-8%	0.6	0%
42	Cc1ccc(S(=O)(=O)N2CC3C(=O)CC(c4ccccc4)N(S(=O)(=O)c4ccc(C)cc4)C3CC2c2cccc(Cl)c2)cc1 (stereo not given)	2%	-2%	6	6%	-5%	-1%	1%	0.1	-1%
43	O=C(NCCc1cscn1)C1CCC(=O)N(Cc2ccc(Cl)cc2)C1 (stereo not given)	-9%	3%	8	x	0%	0%	5%	2.0	-13%
44	CCC1(CC)C(=O)C2=C3C1[C@H](C(=O)OC)C=C(C(=O)OC)C[C@H]3n1c(=O)n(-c3ccccc3)c(=O)n1[C@H]2C (stereo not given in full)	-1%	-26%	-1	26%	0%	2%	-11%	0.0	1%
45	CC(C)N(CC(O)COc1ccc(CC(N)=O)cc1)CC(O)COc1ccc(CC(N)=O)cc1 (stereo not given)	-17%	0%	2	16%	-10%	-9%	4%	0.2	17%

# Screening results: PubChem BioAssay, National Center for Advancing Translational Sciences (NCATS)
